Source: PubChem BioAssay (several laboratories)
SRC1 inh: inhibits human SRC1 coactivator; Q15788; HEK293 GAL4-SRC1 luciferase reporter, luminescence; inhibition, % at 3.6 µM; hit rate 0.12% among 360,000;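 active means inhibition above the campaign mean plus 3 SD, with each screening campaign given its own cutoff, cut at about 60% in these data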;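 further: 0% = DMSO treated cells and 100% = gossypol at 36 µM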
SRC2 inh: human SRC2 (NCOA2) inhibition. AID 651957. HEK293 GAL4-SRC2 luciferase reporter, luminescence. inhibition, % at 9 µM. Q15596. hit rate 0.17% among 370,000;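 active means inhibition above the mean inhibition of all tested compounds plus 3 SD, set per campaign, cut at about 52% in these data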;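 further: 0% = DMSO treated cells and 100% = cells given Gossypol at 36 µM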
EBV LMP1 NFkB: reduces LMP1-driven NF-kappaB luciferase signal. LMP1-induced NF-kappaB luciferase reporter cells, luminescence. inhibition, % at 12.5 µM. hit rate 0.69% among 350,000; in the data active means inhibition above about 41%;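 further: 0% = neutral control wells and 100% = reference inhibitor control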
LRH-1 inv ag: inverse agonists of human LRH-1 (NR5A2); AID 602396; HEK293T StAR-luciferase reporter, LRH-1 transfected, 24 h; inhibition, % at 3.6 µM; hit rate 0.13% among 360,000; O00482;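 active means inhibition above the mean inhibition of all tested compounds plus 3 SD, cut at about 73% in these data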;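 further: 0% = DMSO wells and 100% = reporter-only cells lacking LRH-1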
NOD2-RIPK2 inh: NOD2-RIPK2 protein interaction inhibition. inhibition, % at 4.98 µM. CHO BLA complementation NOD2-RIPK2, CCF4 ratio. O43353. hit rate 0.38% among 360,000; in the data active means inhibition above about 21%;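 further: 0% = vehicle only and 100% = reference blocker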
TLR9-MyD88 block: TLR9-MyD88 interaction inhibition; Q9NR96+Q99836; CHO BLA complementation TLR9-MyD88, CCF4 FRET ratio; inhibition, % at 4.98 µM; hit rate 0.21% among 340,000; AID 504734;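 active means inhibition above the mean over all tested compounds plus 3 SD, cut at about 21% in these data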;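 further: 0% = DMSO only wells and 100% = clavulanate BLA inhibitor control wells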
TWEAK Fn14 block: TWEAK-Fn14 signaling inhibition; TWEAK-stimulated Fn14 reporter cells, luciferase luminescence, 8 h; inhibition, % at 10 µM; hit rate 2% among 360,000; AID 1159606; in the data active means inhibition above about 50%
C8 TRAIL sens: sensitizes caspase-8 expressing cells to TRAIL | hit rate 1% among 360,000 | NB7+C8 cells + TRAIL, ATPlite viability luminescence | inhibition (viability loss, TRAIL sensitization), % at 10 µM;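 active means compounds causing at least 50% loss of cell viability in the single-dose screen, relative to plate controls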
SRC3 inh: inhibits human SRC3 coactivator. inhibition, % at 3.6 µM. hit rate 0.17% among 360,000. HEK293 GAL4-SRC3 luciferase reporter, luminescence. Q9Y6Q9. AID 588352;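 active means inhibition above a per-campaign cutoff, the mean of all compounds plus 3 SD, cut at about 60% in these data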;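 further: 0% = DMSO-treated cells and 100% = gossypol-treated cells at 36 µM; higher means less SRC3-driven luciferase light from the GAL4 reporter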
Target sequence (Q9Y6Q9 whole entry, looked up, the tested form may be a part): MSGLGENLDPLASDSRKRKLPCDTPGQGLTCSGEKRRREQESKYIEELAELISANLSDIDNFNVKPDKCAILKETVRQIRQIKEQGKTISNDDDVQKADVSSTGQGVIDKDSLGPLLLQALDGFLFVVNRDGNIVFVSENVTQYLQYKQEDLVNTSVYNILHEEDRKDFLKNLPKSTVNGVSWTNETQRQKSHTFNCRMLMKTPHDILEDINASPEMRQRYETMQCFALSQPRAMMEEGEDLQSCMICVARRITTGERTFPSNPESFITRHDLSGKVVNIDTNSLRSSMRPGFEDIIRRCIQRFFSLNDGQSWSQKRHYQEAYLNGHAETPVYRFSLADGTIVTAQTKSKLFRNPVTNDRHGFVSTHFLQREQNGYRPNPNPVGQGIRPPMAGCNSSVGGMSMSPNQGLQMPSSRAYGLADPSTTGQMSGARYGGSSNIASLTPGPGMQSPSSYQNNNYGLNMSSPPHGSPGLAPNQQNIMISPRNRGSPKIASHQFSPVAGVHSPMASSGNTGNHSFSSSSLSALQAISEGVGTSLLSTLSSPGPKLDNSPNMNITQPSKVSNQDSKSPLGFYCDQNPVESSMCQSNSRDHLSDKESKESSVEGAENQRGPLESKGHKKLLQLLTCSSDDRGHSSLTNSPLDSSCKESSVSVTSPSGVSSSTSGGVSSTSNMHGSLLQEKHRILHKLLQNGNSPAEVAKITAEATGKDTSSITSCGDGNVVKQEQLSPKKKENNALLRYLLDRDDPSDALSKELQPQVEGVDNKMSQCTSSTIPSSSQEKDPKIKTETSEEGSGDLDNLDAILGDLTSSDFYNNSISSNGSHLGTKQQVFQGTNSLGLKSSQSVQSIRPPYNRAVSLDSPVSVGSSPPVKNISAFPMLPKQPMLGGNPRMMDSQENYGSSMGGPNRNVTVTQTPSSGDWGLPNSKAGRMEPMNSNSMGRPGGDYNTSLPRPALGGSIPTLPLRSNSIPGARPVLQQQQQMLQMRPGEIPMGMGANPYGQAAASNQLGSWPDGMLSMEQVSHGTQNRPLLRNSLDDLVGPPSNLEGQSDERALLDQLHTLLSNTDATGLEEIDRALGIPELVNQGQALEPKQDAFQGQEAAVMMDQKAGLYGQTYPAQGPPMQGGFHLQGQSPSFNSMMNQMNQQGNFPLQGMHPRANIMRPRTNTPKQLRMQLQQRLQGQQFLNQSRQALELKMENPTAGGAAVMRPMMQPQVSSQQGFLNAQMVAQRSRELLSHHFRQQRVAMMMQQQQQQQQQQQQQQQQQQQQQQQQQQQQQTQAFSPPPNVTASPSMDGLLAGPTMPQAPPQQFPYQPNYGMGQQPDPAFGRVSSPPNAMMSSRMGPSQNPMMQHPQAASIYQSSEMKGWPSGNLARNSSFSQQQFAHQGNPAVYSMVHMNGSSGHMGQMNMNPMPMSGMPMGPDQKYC
NR2F2 inh: NR2F2 (human) inhibition, primary screen | P24468 | HEK293T NGFI-A luciferase reporter, luminescence | inhibition, % at 8.6 µM | hit rate 0.7% among 370,000 | AID 686940;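 active means inhibition above a per-plate cutoff, mean inhibition of test wells between control levels plus 3 SD, cut at about 38% in these data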;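 further: cells cotransfected with COUP-TFII expression vector driving the NGFI-A reporter; 0% = median of COUP-TF2 test wells and 100% = reporter-only cells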
TROY NFkB inh: blocks TROY-dependent signaling in reporter cells | Q293 LMP1-TROYcd NF-kB luciferase reporter, 4 h | inhibition, % at 10 µM | hit rate 0.98% among 360,000 | AID 1347056;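 active means compounds whose plate-normalised and pattern-corrected inhibition of the luciferase reporter signal at the single screening dose is 50% or more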
* marks the source's active call; other numbers are inactive results; · = no result given. Some of the compounds tested; count on the stated rates, not on these rows.

SMILES | SRC1 inh | SRC2 inh | EBV LMP1 NFkB | LRH-1 inv ag | NOD2-RIPK2 inh | TLR9-MyD88 block | TWEAK Fn14 block | C8 TRAIL sens | SRC3 inh | NR2F2 inh | TROY NFkB inh
CC(=O)NCC(=O)NC1CCCc2c1cnn2-c1ccccc1F (centres undefined) | -12 | 4 | -16 | 0 | -9 | 1 | 4 | -3 | 13 | -16 | 19
Cc1nc(SCC(=O)N(CC(C)C)C2CCS(=O)(=O)C2)c2ccccc2n1 (centres undefined) | 14 | 0 | 3 | -10 | -16 | -13 | 9 | -9 | 2 | 10 | 10
COc1ccc(NC(=O)N2CC(C)OC(C)C2)cc1OC (centres undefined) | -15 | 15 | 7 | 6 | 2 | 5 | 2 | -7 | 12 | -12 | 1
CC(=Nc1ccccc1)C1=C(O)CCCC1=O | -10 | -32 | 3 | 9 | 3 | 8 | -12 | 5 | 7 | -11 | 6
CCN(CC)C(=O)C(=O)c1ccn(-c2c(C)csc2C(=O)OC)c1 | -8 | -11 | 4 | 0 | -8 | -4 | 0 | -7 | -6 | 5 | 1
Cc1ccc(OCC(=O)NCC(=O)n2nc(C)cc2C)cc1 | -22 | 24 | -13 | 2 | 0 | 1 | -7 | 5 | -14 | 6 | 1
O=C(Nc1c(Cl)cccc1Cl)C1CCC1 | 1 | -15 | -4 | -4 | -3 | -3 | -5 | -5 | 1 | -2 | -11
CCOC(=O)C1CC2=C(CCCC2=O)N(Cc2ccccc2)C1=O (centres undefined) | 12 | 7 | -7 | 2 | 0 | -17 | 5 | 5 | -14 | -4 | -7
COc1cc(/C=N/NC(=O)c2cccc3ccccc23)cc(OC)c1OC | -2 | 10 | 5 | -12 | -2 | -2 | -6 | 12 | 5 | 6 | -11
CCSC1=N/C(=C\c2ccc(C(=O)O)cc2)C(=O)S1 | 2 | 3 | 6 | -12 | -5 | -5 | 0 | -9 | 8 | 6 | -13
CCC(C)Nc1nc(-c2c[nH]c3ccccc23)cs1 (centres undefined) | -9 | -36 | 2 | 17 | -9 | 5 | 0 | -6 | 1 | 7 | -15
COc1cc(OC)c(S(=O)(=O)NCc2cccnc2)cc1NC(C)=O | -1 | -2 | -2 | -1 | -2 | -15 | 2 | -10 | 7 | -9 | 22
CC(C)(C)OC(=O)NCCCC[C@H](NC(=O)[C@H](Cc1c[nH]c2ccccc12)NC(=O)OCc1ccccc1)C(=O)O | -9 | -27 | -1 | 3 | -8 | -7 | 16 | -13 | -4 | 27 | -7
CC(C)=CCc1c(O)cc(O)c2c(=O)c(O[C@@H]3O[C@@H](C)[C@H](O)[C@@H](O)[C@H]3O)c(-c3ccc(O)cc3)oc12 | 4 | · | 2 | -10 | -15 | 4 | 20 | 25 | 16 | · | -4
COc1ccc(C(=O)NCC(C)NC(=O)c2ccc(OC)cc2)cc1 (centres undefined) | -10 | 18 | 3 | 6 | -1 | 1 | 10 | -10 | 10 | 5 | -5
O=C(Nc1nnc(C2=COCCO2)o1)c1ccc(S(=O)(=O)N2CCCC2)cc1 | -5 | 2 | -3 | 10 | -6 | 8 | 2 | -6 | 13 | 1 | -6
N#C/C(=C\c1ccc(O)c(O)c1)C(=O)Nc1ccccc1 | -25 | -34 | -9 | -25 | 2 | 1 | -19 | 18 | -46 | -5 | -76
COc1ccc(Cc2nc3ccc(C(=O)NCC4COCCO4)cc3o2)cc1 (centres undefined) | 10 | -11 | -7 | 12 | 5 | -14 | -3 | 11 | 26 | -9 | -33
O=C(CSc1nc2c(cnn2-c2ccc(F)cc2)c(=O)[nH]1)N1N=C(c2cccs2)CC1c1ccc(F)cc1 (centres undefined) | -11 | 4 | · | -13 | 14 | · | 57* | 4 | 1 | 4 | 50*
Cc1ccc(S(=O)(=O)N(CC(=O)N/N=C/c2ccc(F)cc2)c2cccc3cccnc23)cc1 | -72 | 3 | -7 | -6 | -6 | -2 | -1 | -3 | 20 | 4 | -2
CC(C)CNC(=O)CSc1nnc2ccccn12 | -10 | -1 | 5 | 11 | 4 | -8 | -1 | -9 | 4 | -9 | -4
COC(=O)C(NC(=O)c1ccccc1)=C1CCCCC1 | -2 | -2 | 6 | -4 | -4 | -8 | -16 | -3 | 5 | 11 | -18
S=C(NC1CCCCC1)N1CCN(c2ccccn2)CC1 | -3 | 8 | 2 | -7 | -11 | -4 | -6 | 0 | -8 | 3 | 4
C#CCSc1nc(=O)c2cccnc2n1-c1ccc(C)cc1 | -6 | -8 | 5 | 0 | -3 | 4 | -10 | 5 | 12 | 8 | -17
COc1ccc(Cc2nnc(SCc3ccc([N+](=O)[O-])cc3)o2)cc1 | 27 | 20 | 13 | 11 | -6 | -18 | 65* | 8 | 35 | 2 | 45
COC(=O)c1ccc(CN2CCCC(C(=O)Nc3cccc(-n4cnnn4)c3)C2)cc1 (centres undefined) | 6 | 18 | 11 | 19 | 3 | 9 | 5 | 11 | -20 | 24 | 12
CCOC(=O)c1c(C2CCN(C(=O)OCC)CC2)nc2ccccn12 | 8 | -35 | 3 | -2 | 3 | 1 | -17 | 2 | 3 | 17 | 3
O=C(CN1C(=O)S/C(=C\c2ccccc2F)C1=O)NC1C=CS(=O)(=O)C1 (centres undefined) | 5 | -15 | -23 | 8 | 3 | -8 | -59 | 0 | -33 | -6 | -11
COc1cccc(C(=O)NCC[N+](C)(C)C)c1 | · | -4 | · | 3 | -9 | · | 9 | -12 | · | 12 | -6
CC(C)Sc1n[nH]c(=O)n1-c1ccccc1 | -14 | -6 | 1 | 10 | -2 | 5 | -24 | 5 | 8 | 9 | -3
COc1cccc(C(=O)Nc2ccc(NC(C)=O)cn2)c1 | -44 | -58 | -9 | -41 | -10 | -9 | 13 | 0 | -39 | -26 | -51
CN(C(=O)c1ccc(Cl)c(S(=O)(=O)N2CCOCC2)c1)c1ccccc1C(=O)O | -22 | -6 | 0 | 23 | -2 | 5 | 12 | 6 | -17 | 0 | -2
O=C(O)/C=C/C(=O)O | 2 | -10 | -3 | -8 | 7 | 3 | -9 | 6 | 9 | -5 | -12
Cc1noc(C)c1COc1ccccc1C(=O)NNC(=O)C(C)Oc1ccccc1F (centres undefined) | -4 | 6 | 10 | 16 | -8 | 9 | -19 | -19 | 3 | -31 | 5
COC(=O)Cc1cc(=O)[nH]c(/N=C(\N)Nc2ccccc2C)n1 | -2 | 1 | -15 | -3 | -3 | 3 | 1 | 5 | -8 | 0 | -26
C(=C\c1ccccc1)/C=N/N1CCN(Cc2ccccc2)CC1 | -49 | -24 | -26 | -20 | 5 | 0 | -110 | 1 | -14 | -13 | -59
CC(C)(C)[C@@H]1CCC(=O)N(CC[C@H](Sc2ccccc2)c2ccccc2)CC1 | 1 | 1 | -3 | 15 | 7 | -5 | 5 | 6 | -1 | 12 | -4
CCOC(=O)C1(Cc2ccccc2)CCCN(Cc2ccc(OCCO)cc2)C1 (centres undefined) | 5 | -12 | 3 | 20 | -1 | -4 | -6 | -6 | -1 | 6 | 10
COc1cccc(NC(=O)CSc2nc3ccccc3c(=O)n2CCCC(=O)NCC2CCCO2)c1 (centres undefined) | -6 | 31 | · | 6 | -2 | 2 | 21 | -9 | 21 | -7 | 16
CCCCNS(=O)(=O)NC(=O)C1=C(N2CCCC2)COC1=O | -3 | 17 | -2 | 3 | 1 | 2 | -2 | 7 | 1 | -9 | 2
CS(=O)(=O)c1ccc2nc(NC(=O)c3cc([N+](=O)[O-])cc([N+](=O)[O-])c3)sc2c1 | -11 | -9 | -6 | 8 | -4 | 1 | -12 | -3 | 1 | -23 | -32
Nc1c2c(nn1-c1ccc(F)cc1)CSC2 | -9 | -20 | 5 | 12 | -10 | 0 | -11 | 10 | 14 | 7 | 10
O=C(COC(=O)c1ccc2ccccc2n1)NCc1ccccc1 | -9 | -4 | 5 | 22 | -7 | -4 | 2 | -8 | 2 | 2 | 22
Cc1ccc(NC(=O)OCCN2CCN(Cc3ccccc3)CCC2=O)cc1 | -1 | -10 | 9 | -2 | 0 | 11 | 6 | -2 | -2 | -4 | -12
S=C(NCCc1ccccc1)Nc1ncccn1 | -54 | -38 | -19 | -43 | 2 | 11 | -20 | 2 | -67 | -21 | -59
Cc1ccc(CSCCNS(=O)(=O)c2ccc([N+](=O)[O-])cc2)cc1 | -22 | 1 | 1 | 10 | -1 | 7 | 8 | 8 | 5 | 3 | 19
CCc1nn(C(C)C(=O)N(C)Cc2ccccc2)c(=O)c2cc3occc3n12 (centres undefined) | 10 | 33 | -7 | -20 | -10 | -9 | -15 | -14 | -17 | 6 | -15
N=C1c2ccccc2-c2ccccc21 | -7 | -43 | 1 | -5 | 7 | -6 | 6 | 6 | -3 | 6 | 5
C[C@H]1CN([C@@H](C)CO)C(=O)c2cc(Br)cnc2O[C@@H]1CN(C)C(=O)CN(C)C | -7 | -12 | 5 | -10 | -19 | -8 | 1 | -10 | -3 | -4 | 7
CCN1C(=O)CSc2ccc(C(=O)NCCCN3CCOCC3)cc21 | -16 | 13 | 1 | -4 | 5 | -2 | -3 | 17 | 7 | -9 | -13
CCCOc1ccccc1C1NC(=O)NC(C)=C1C(=O)OCCOC (centres undefined) | -11 | -1 | -9 | -3 | -5 | -1 | -6 | -4 | 5 | -5 | 1
COc1ccc(CNCC(O)(c2ccc(Cl)cc2)c2ccc(Cl)cc2)cc1OC | 2 | -22 | 17 | 1 | 2 | -13 | -18 | 24 | -1 | 20 | 0
CCOC(=O)C1CCN(C(=O)c2ccc(Cl)c(NC3=NC4CS(=O)(=O)CC4S3)c2)CC1 (centres undefined) | 0 | -3 | -3 | 1 | 6 | 0 | -2 | 0 | -1 | 6 | 0
COc1ccc(CNC(=O)[C@H](Cc2ccccc2)NC(=O)C2CCNCC2)cc1 | -17 | -10 | 1 | -2 | -10 | 1 | 1 | 5 | 3 | 3 | -7
COc1ccccc1N1CCN(C2CCN(S(=O)(=O)c3ccc(C)cc3)CC2)CC1 | 15 | -3 | -15 | 5 | -1 | 2 | -7 | 1 | 14 | 10 | 13
COc1ccc(Cc2noc(CN3CCNC(=O)CC3)n2)cc1OC | -17 | -1 | -2 | 0 | -1 | -7 | -11 | -11 | 7 | -6 | -16
COc1ccc(CNC(=O)CSCc2cnn(-c3ccccc3)c2-n2cccc2)cc1 | 10 | 21 | 9 | -13 | 1 | 2 | 6 | -13 | 0 | 2 | 9
S=C(NCCc1ccccc1)Nc1ccc(Cl)cc1Cl | -14 | -17 | -1 | -20 | -10 | -7 | -8 | -2 | -1 | -2 | -7

Random excerpt: 2 entries already listed
SMILES | SRC1 inh | SRC2 inh | EBV LMP1 NFkB | LRH-1 inv ag | NOD2-RIPK2 inh | TLR9-MyD88 block | TWEAK Fn14 block | C8 TRAIL sens | SRC3 inh | NR2F2 inh | TROY NFkB inh
S=C(NCCc1ccccc1)Nc1ncccn1 | -54 | -38 | -19 | -43 | 2 | 11 | -20 | 2 | -67 | -21 | -59
Cc1ccc(NC(=O)OCCN2CCN(Cc3ccccc3)CCC2=O)cc1 | -1 | -10 | 9 | -2 | 0 | 11 | 6 | -2 | -2 | -4 | -12
